BL2 CD40 inh = CD40 pathway inhibition in BL2 cells | inhibition, % at 10 µM | actives 0.94% (n = 83,000) | BL2 NF-kB luciferase reporter, CD40L-induced, 4 h;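 active = mean inhibition of at least 50% with a set share of replicates also reaching that level; inconclusive = no clear call, values can overlap the other calls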;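 also: 0% = neutral control wells and 100% = IKK inhibitor VII at 50 µM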
Starred values were filed as active, the others as inactive; & = joins results of further samples; [ ] = remark or other dose. A portion of the library (hit frequency here may not be typical).

A first look (2 entries):
For CCCNC(=O)[C@H]1[C@H](CO)[C@H]2Cn3c(ccc(-c4ccccc4)c3=O)[C@@H]1N2C(=O)Nc1ccccc1 the results were BL2 CD40 inh 2[25 µM].
COCCn1c(SCc2cnc(-c3ccccc3)s2)nnc1-c1ccncc1 was read as BL2 CD40 inh 0.

Main list, from the first entry:
For CCCNC(=O)[C@H]1[C@H](CO)[C@H]2Cn3c(ccc(-c4ccccc4)c3=O)[C@@H]1N2C(=O)Nc1ccccc1 the results were BL2 CD40 inh 2[25 µM].
COCCn1c(SCc2cnc(-c3ccccc3)s2)nnc1-c1ccncc1 was read as BL2 CD40 inh 0.
Cc1ccc(-c2ccccc2[C@H]2[C@@H](C#N)N(C(=O)NC3CCCC3)[C@H]2CO)cc1 was read as BL2 CD40 inh 16[25 µM].
O=C(c1cccnc1)N(Cc1ccccc1)c1ccccc1 was read as BL2 CD40 inh 7.
For CCOC(=O)c1nnsc1N the results were BL2 CD40 inh 7.
`COc1ccc(CC(=O)NCc2n[nH]c(=S)n2-c2cccc(C)c2)cc1` gave BL2 CD40 inh 11.
For COCCSc1ccccc1C(=O)Nc1ccc(Br)cc1 the results were BL2 CD40 inh -15.
For Cc1ccc(NC(=O)COC(=O)CC2SC(N3CCCC3)=NC2=O)cc1 (stereo unspecified) the results were BL2 CD40 inh 10.
Screening O=C(c1ccc2c(c1)OCO2)C1CCCN(C(=O)NCc2ccccc2)C1 (stereo unspecified) returned BL2 CD40 inh -5.
`CN1C(=O)c2cc(NC(=O)C3CCCCC3)ccc2OC[C@@H]2O[C@H](CC(=O)NCC3CCCCC3)CC[C@H]21` gave BL2 CD40 inh 1.
Screening COc1ccc(CC(=O)N(CCC2=CCCCC2)c2c(N)n(Cc3ccccc3)c(=O)[nH]c2=O)cc1OC returned BL2 CD40 inh 5.
For CC1CCN(S(=O)(=O)c2ccc(C(=O)Nc3ccccn3)cc2)CC1 the results were BL2 CD40 inh -21.
`CN(CCCC1CCCC1)C(=O)CCc1nnc(-c2ccccc2)o1` gave BL2 CD40 inh -130.
For CC(=O)Nc1ccc(C=NNC(=O)c2ccc(NS(=O)(=O)c3cccs3)cc2)cc1 the results were BL2 CD40 inh 1.
For CN(Cc1cccs1)C(=O)c1ccc(S(=O)(=O)N2CCCCC2)cc1 the results were BL2 CD40 inh -3.
For COCCOC(=O)C1=C(C)NC(C)=C(C(=O)OC(C)C)C1c1cccc([N+](=O)[O-])c1 (stereo unspecified) the results were BL2 CD40 inh -26.
Cc1cc(NS(=O)(=O)c2cccs2)no1 was read as BL2 CD40 inh 6.
Screening CC1CCCCC12NC(=O)N(CC(=O)Nc1cccc(S(=O)(=O)N3CCCCC3)c1)C2=O (stereo unspecified) returned BL2 CD40 inh 16.
For CCOC(=O)Nc1ccc(NC(=O)OCC)cc1 the results were BL2 CD40 inh -14.
C[C@H](CO)N1C[C@H](C)[C@H](CN(C)Cc2ccc(Oc3ccccc3)cc2)Oc2ccc(N(C)C)cc2C1=O was read as BL2 CD40 inh 3[25 µM].
`C[C@H](CO)N1C[C@H](C)[C@H](CN(C)S(C)(=O)=O)Oc2ccc(NC(=O)C3CC3)cc2CC1=O` gave BL2 CD40 inh 3.
Screening C[C@H](NC(=O)[C@@H]1Cc2ccccc2CN1)C(=O)NC1CCCC1 returned BL2 CD40 inh 11.
Screening O=C(COc1ccccc1[N+](=O)[O-])Nc1cccc(S(=O)(=O)NC2=NCCCCC2)c1 returned BL2 CD40 inh 7.
Cn1cc(CN2CCC(O)CC2)c(-c2ccc(Oc3ccccc3)cc2)n1 was read as BL2 CD40 inh 3.
For C/C=C/c1ccc([C@H]2[C@@H](CO)N(C(C)=O)[C@H]2CN(C)S(=O)(=O)CC)cc1 the results were BL2 CD40 inh -6[25 µM].
Screening COc1cccc(CN(C(=O)c2ccccc2)C2CCS(=O)(=O)C2)c1 (stereo unspecified) returned BL2 CD40 inh 10.
CN(C(=O)Cn1cnc2ccccc2c1=O)C1CCS(=O)(=O)C1 (stereo unspecified) was read as BL2 CD40 inh 6.
Screening O=C(NCC(c1cccnc1)N1CCOCC1)c1ccc2c(c1)OCO2 (stereo unspecified) returned BL2 CD40 inh -1.
`O=C(NCCCN1CCOCC1)[C@@H]1CSC2c3ccccc3C(=O)N21` (stereo partly specified) gave BL2 CD40 inh 5.
For CCOC(=O)C1CCCN(C(=O)c2oc3ccccc3c2C)CC1 (stereo unspecified) the results were BL2 CD40 inh -1.
Screening Cc1ccccc1S(=O)(=O)N1[C@@H]2CNC[C@H]1C2c1ccc(-c2cncnc2)cc1 (stereo partly specified) returned BL2 CD40 inh -1&2.
For CCOc1ccc(OCC)c(NC(=O)C2C3C=CC(O3)C2C(=O)O)c1 (stereo unspecified) the results were BL2 CD40 inh 7.
CC(/C=C/c1ccccc1F)=N\NC(=O)c1cccc(F)c1 was read as BL2 CD40 inh -61.
Screening CC(C)CNS(=O)(=O)c1ccc(CCC(=O)NC2CCCC2)cc1 returned BL2 CD40 inh -2.
For O=c1oc(/C=C/c2ccco2)nc2sc3c(c12)CCC3 the results were BL2 CD40 inh -37.
Screening O=C1N(Cc2cccc(Cl)c2)C[C@@H]2C[C@@H](c3ccccn3)N3CCC[C@@]123 returned BL2 CD40 inh 12.
Screening CC(C)Oc1ccc(C(=O)Nc2cccc3cccnc23)cc1 returned BL2 CD40 inh -19.
For COc1ccc2c3c([nH]c2c1)[C@H](CO)N(Cc1ccccc1Cl)CC31CN(C(=O)C2CC2)C1 the results were BL2 CD40 inh 15[25 µM].
`Cc1ccc(/C=N/NC(=O)Nc2ccccc2)o1` gave BL2 CD40 inh -59.
For CO[C@@H]1CN(C)C(=O)c2ccc(NS(C)(=O)=O)cc2OC[C@@H](C)N(S(=O)(=O)CC(F)(F)F)C[C@H]1C the results were BL2 CD40 inh -8[25 µM].
For Cc1cc(NC(=O)CCC2COc3ccccc3O2)no1 (stereo unspecified) the results were BL2 CD40 inh -30.
For CNC[C@H]1OCc2cnnn2CCCC(=O)N([C@@H](C)CO)C[C@H]1C the results were BL2 CD40 inh 4[25 µM].
Screening FC(F)(F)c1cccc(Cn2nnnc2-c2cccc(C(F)(F)F)c2)c1 returned BL2 CD40 inh 18.
For CCOC(=O)c1cccnc1SCC(=O)NC(C)CC (stereo unspecified) the results were BL2 CD40 inh 8.
`CO/N=C(/CS(=O)(=O)c1ccc(C)cc1)c1ccc(OC)cc1` gave BL2 CD40 inh -6.

Part of the list above in order of length of the SMILES, smallest number first.
For CCOC(=O)c1cccnc1SCC(=O)NC(C)CC (stereo unspecified) the results were BL2 CD40 inh 8.
For Cc1cc(NC(=O)CCC2COc3ccccc3O2)no1 (stereo unspecified) the results were BL2 CD40 inh -30.
For O=c1oc(/C=C/c2ccco2)nc2sc3c(c12)CCC3 the results were BL2 CD40 inh -37.
CC(/C=C/c1ccccc1F)=N\NC(=O)c1cccc(F)c1 was read as BL2 CD40 inh -61.
Screening O=C(NCC(c1cccnc1)N1CCOCC1)c1ccc2c(c1)OCO2 (stereo unspecified) returned BL2 CD40 inh -1.
`CO/N=C(/CS(=O)(=O)c1ccc(C)cc1)c1ccc(OC)cc1` gave BL2 CD40 inh -6.
For CCOc1ccc(OCC)c(NC(=O)C2C3C=CC(O3)C2C(=O)O)c1 (stereo unspecified) the results were BL2 CD40 inh 7.
Screening FC(F)(F)c1cccc(Cn2nnnc2-c2cccc(C(F)(F)F)c2)c1 returned BL2 CD40 inh 18.
For CNC[C@H]1OCc2cnnn2CCCC(=O)N([C@@H](C)CO)C[C@H]1C the results were BL2 CD40 inh 4[25 µM].
Screening Cc1ccccc1S(=O)(=O)N1[C@@H]2CNC[C@H]1C2c1ccc(-c2cncnc2)cc1 (stereo partly specified) returned BL2 CD40 inh -1&2.
Screening O=C1N(Cc2cccc(Cl)c2)C[C@@H]2C[C@@H](c3ccccn3)N3CCC[C@@]123 returned BL2 CD40 inh 12.
For COc1ccc2c3c([nH]c2c1)[C@H](CO)N(Cc1ccccc1Cl)CC31CN(C(=O)C2CC2)C1 the results were BL2 CD40 inh 15[25 µM].
For CO[C@@H]1CN(C)C(=O)c2ccc(NS(C)(=O)=O)cc2OC[C@@H](C)N(S(=O)(=O)CC(F)(F)F)C[C@H]1C the results were BL2 CD40 inh -8[25 µM].

Next section.
Screening C[C@@H]1CN(C)C(=O)c2cccc(NS(C)(=O)=O)c2O[C@@H]1CN(C)C returned BL2 CD40 inh 0.
Cc1ccc2cc3cc(C(=O)NCCCN4CCCC4)oc3nc2c1 was read as BL2 CD40 inh -27.
CCNc1nnc(SCC(=O)N2c3ccccc3NC(=O)CC2C)s1 (stereo unspecified) was read as BL2 CD40 inh -3.
For CN1CCN(S(=O)(=O)c2ccc3c(c2)NC(=O)C2CCCN32)CC1 (stereo unspecified) the results were BL2 CD40 inh 6.
`CC(CO)NCC12CC3CC(CC(C3)C1)C2` (stereo unspecified) gave BL2 CD40 inh 12.
Screening O=C(N[C@@H]1CC[C@H](CCn2cc(C3(O)CCCC3)nn2)O[C@H]1CO)C1CCCC1 returned BL2 CD40 inh -3.
`C[C@H](CO)N1C[C@H](C)[C@H](CN(C)C(=O)[C@H](C)c2ccccc2)OCc2ccccc2-c2c(n(C)c3ccccc23)C1=O` gave BL2 CD40 inh 25.
COc1cc(OC)cc(C(=O)OCc2cc3ccccc3[nH]c2=O)c1 was read as BL2 CD40 inh 8.
Screening COc1ccc(C[C@H]2CCn3cc(nn3)COC[C@@H](c3ccccc3)NC2=O)cc1 returned BL2 CD40 inh 7[25 µM].
O=C(c1ccc(Cn2cc(Br)cn2)o1)N1N=C(C(F)F)CC1(O)C(F)F (stereo unspecified) was read as BL2 CD40 inh -1.
For Cc1onc(C(=O)NN)c1C(=O)N1CCN(C(c2ccccc2)c2ccccc2)CC1 the results were BL2 CD40 inh 4.
For CCC(=O)OCC(=O)Nc1ncc(C(F)(F)F)cc1Cl the results were BL2 CD40 inh 8.
For CCOC(=O)c1c(-c2cccs2)csc1NC(=O)CCCC(=O)O the results were BL2 CD40 inh 4.
`CC(C)(C)c1ccc(OCC(O)CSc2ncn[nH]2)cc1` (stereo unspecified) gave BL2 CD40 inh -75.
For CN(C(=O)Cn1cc(C(F)(F)F)cc(Cl)c1=O)C1CCS(=O)(=O)C1 (stereo unspecified) the results were BL2 CD40 inh -7.
Screening Nc1ncn(C(=O)c2ccco2)n1 returned BL2 CD40 inh 7.
Screening O=C(C[C@@H]1CC[C@H](NC(=O)Nc2ccc(C(F)(F)F)cc2)[C@H](CO)O1)NCc1cccc(F)c1 returned BL2 CD40 inh -10[25 µM].
`N/C(=N\OC(=O)c1cccc(Br)c1)c1ccncc1` gave BL2 CD40 inh -27.
O=C(COC(=O)c1ccc(S(=O)(=O)NCc2ccco2)cc1)c1ccccc1 was read as BL2 CD40 inh -21.
For COc1ccc(NCC(=O)Nc2cccc(S(=O)(=O)N3CCCC3)c2)cc1Cl the results were BL2 CD40 inh 8.
`Cc1ccc(CN2CC(C(=O)N3CCN(S(=O)(=O)c4c(F)cccc4F)CC3)CC2=O)cc1` (stereo unspecified) gave BL2 CD40 inh -11.
For COC(=O)c1ccccc1NC(=O)C(CCS(C)(=O)=O)NC(C)=O (stereo unspecified) the results were BL2 CD40 inh 7.
For Cc1ccc(C)c(S(=O)(=O)N2CCN(C(=O)CN3C(=O)C4CC=CCC4C3=O)CC2)c1 (stereo unspecified) the results were BL2 CD40 inh -7.
Screening CCCNC(=O)C1(C)CCN(C(=O)COc2ccc(Cl)cc2Cl)C1 (stereo unspecified) returned BL2 CD40 inh -2.
`O=C(NCCCn1ccnc1)C1c2ccccc2Oc2ccccc21` gave BL2 CD40 inh 4.
Screening CN1c2ccc(-c3ccc(F)cc3)cc2[C@H]2[C@H](CCN2C(=O)c2ccc(F)cc2)[C@@H]1CO returned BL2 CD40 inh -1.
Screening O=C(COc1ccccc1)N1CCN=C1SCc1ccccc1 returned BL2 CD40 inh 5.
For CCN(CC)Cc1csc(C(N)=O)c1 the results were BL2 CD40 inh 15.
O=C(COC(=O)CCc1ccccc1)NC12CC3CC(CC(C3)C1)C2 was read as BL2 CD40 inh 11.
For O=C(N/N=C\C=C\c1ccco1)c1cncc(Br)c1 the results were BL2 CD40 inh -11.
For CN(C)C(=O)[C@H]1[C@H](CO)[C@H]2Cn3c(cccc3=O)[C@H]2N1C(=O)C1CCCC1 the results were BL2 CD40 inh 5.
CCOC(=O)c1c(C2COc3ccccc3O2)csc1NC(=O)c1ccco1 (stereo unspecified) was read as BL2 CD40 inh 2.
Cc1noc(C)c1S(=O)(=O)Nc1ccc2c(c1)C(=O)N([C@H](C)CO)C[C@H](C)[C@@H](CN(C)C(=O)Nc1cccc3ccccc13)OCCCC[C@H](C)O2 was read as BL2 CD40 inh inconclusive.
For O=C1c2ccccc2C(=O)C1c1ccccc1 the results were BL2 CD40 inh 8.
For CCNC(=O)[C@@H]1[C@@H](CO)[C@@H]2Cn3c(ccc(-c4ccccc4)c3=O)[C@@H]2N1Cc1cc(F)ccc1F the results were BL2 CD40 inh 4[25 µM].
Screening O=C(COC(=O)C1CCC1)NCc1ccccc1 returned BL2 CD40 inh 16.
For Cc1cc(-c2nnc3n2N=C(c2ccc(-c4ccccc4)cc2)CS3)n[nH]1 the results were BL2 CD40 inh 19.
For COc1ccccc1-c1ccc([C@H]2[C@@H](CO)N3CCCCN(C(=O)c4cccnc4)C[C@@H]23)cc1 the results were BL2 CD40 inh -4[25 µM].
CCN1CCN(CCCOc2ccc(Cl)cc2Br)CC1 was read as BL2 CD40 inh -11.
CCN1CCN(C(=S)NCC2CCCO2)CC1 (stereo unspecified) was read as BL2 CD40 inh 5.
For Cc1nn(-c2ccc(N3CCOCC3)nn2)c(C)c1CCC(=O)NCc1ccccc1 the results were BL2 CD40 inh -5.
Screening C[C@H](O)C#Cc1ccc([C@H]2[C@@H](CO)N3CCCCN(C(=O)c4cccc(F)c4)C[C@H]23)cc1 returned BL2 CD40 inh 0[25 µM].
`c1ccc(-c2cnc(CSc3nnc4ccccn34)o2)cc1` gave BL2 CD40 inh -26.
For Cc1cc(C)c2nc(-c3ccccn3)cc(C(=O)N3CCCC3)c2c1 the results were BL2 CD40 inh 4.
Screening N#Cc1c(-c2ccc(Cl)cc2)ccnc1N1CCOCC1 returned BL2 CD40 inh -51.
For COC1CCCN(C(=O)c2cccc(OC3CCN(S(C)(=O)=O)CC3)c2)C1 (stereo unspecified) the results were BL2 CD40 inh -2.
For Cc1ccc(-c2nc(C(=O)NC3CCCCCC3)no2)cc1 the results were BL2 CD40 inh -11.
